Lipid storage S3 – qHTS Assay for Lipid Storage Modulators in Drosophila S3 Cells; AID 2685; Potency in µM for hits, for the others lipid storage change, negative = inhibition, % at the top dose, mostly 46.1 µM; Drosophila S3 cells, BODIPY lipid droplet fluorescence, 18-24 h; cells fed with added oleic acid; 0.64% of 320,000 active; active means well fitted inhibition curve with a large enough effect in the signal ratio, with a control signal flat, not every such curve was filed as active; inconclusive means small, poorly fitted or top-dose-only effect, or effect the other way, or a change in a side signal; the % refers to the signal ratio
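Laser-scanning cytometry quantifies lipid droplet accumulation (500–530 nm total intensity; droplet/cell object ratio) in oleic acid-fed (400 uM added) Drosophila S3 cells treated with a concentration series. 20 uM Triacsin C defined 100% inhibition.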
Lipid storage S3 cell count max – recorded beside Lipid storage S3, whose call it bears; cell number change, %; measured here: cell count max response;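 cells counted by Cell Tracker Red CMTPX staining in the red channel; peak over a dose series mostly up to 46.1 µM; percent activity relative to internal control wells on each plate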
* hit, by the source's call; i = inactive; ? = inconclusive; . = no result given; [ ] = remark or other dose. On the % scale 0 is the no-effect control and ±100 the full control effect; potency means the concentration at half of the fitted maximal effect. The list is partial; count on the stated rates, not on these rows.

The opening 16 entries, ahead of the listing:
Lipid storage S3 | Lipid storage S3 cell count max | mol
13%[0.0737 µM] | . | COc1ccc(S(=O)(=O)N2CCOC23CCN(S(=O)(=O)c2ccc(C)cc2)CC3)cc1
-8% | 0 | O=C(Nc1ccc(S(=O)(=O)Nc2ncccn2)cc1)c1ccc(N2CCCC2=O)cc1
-12% | -11 | Cc1ccc(OCC(=O)N/N=C\c2c(C)[nH]n(-c3ccccc3)c2=O)c([N+](=O)[O-])c1
? | . | CCCCNC(=O)Nc1cc(C(=O)OC)ccc1Cl
? | . | Cc1c(Cl)cccc1NC(=S)NCCCN(C)C
? | . | O=C(O)Cc1n[nH]c(=O)c2ccccc12
? | . | COC(=O)C1=C(C)N(Cc2ccc(C)cc2)C(=O)/C1=C\c1ccc(O)c(OC)c1
? | . | Cn1c(Cc2ccccc2)nnc1SCc1nc2ccccc2c(=O)[nH]1
-1% | 7 | Cc1ccc(C[C@H](C(=O)O)N2C(=O)c3ccc(C(=O)O)cc3C2=O)c(C)c1
i | 6 | O=C1Nc2ccccc2Nc2ccc([N+](=O)[O-])cc21
-13% | 8 | O=C(CC12CC3CC(CC(C3)C1)C2)N1CCN(S(=O)(=O)c2cccs2)CC1
? | . | O=S(=O)(Nc1cccc(-n2cnnn2)c1)c1ccc(F)cc1
17% | 10 | CCOc1ccc(S(=O)(=O)NCCC(=O)NC2CCN(Cc3ccccc3)CC2)cc1
? | . | Cn1c(O)c(N=Nc2ccccc2)c2ccccc21
-10% | -3 | NC(=O)[C@H]1CC2(CC(c3cccc(NC(=O)COc4ccc(Cl)cc4)c3)=NO2)CN1C(=O)C(c1ccccc1)c1ccccc1 (stereo not given in full)
? | . | CCOc1ccccc1-n1cnc(C#N)c1N

The listing, from the first entry:
Lipid storage S3 | Lipid storage S3 cell count max | mol
13%[0.0737 µM] | . | COc1ccc(S(=O)(=O)N2CCOC23CCN(S(=O)(=O)c2ccc(C)cc2)CC3)cc1
-8% | 0 | O=C(Nc1ccc(S(=O)(=O)Nc2ncccn2)cc1)c1ccc(N2CCCC2=O)cc1
-12% | -11 | Cc1ccc(OCC(=O)N/N=C\c2c(C)[nH]n(-c3ccccc3)c2=O)c([N+](=O)[O-])c1
? | . | CCCCNC(=O)Nc1cc(C(=O)OC)ccc1Cl
? | . | Cc1c(Cl)cccc1NC(=S)NCCCN(C)C
? | . | O=C(O)Cc1n[nH]c(=O)c2ccccc12
? | . | COC(=O)C1=C(C)N(Cc2ccc(C)cc2)C(=O)/C1=C\c1ccc(O)c(OC)c1
? | . | Cn1c(Cc2ccccc2)nnc1SCc1nc2ccccc2c(=O)[nH]1
-1% | 7 | Cc1ccc(C[C@H](C(=O)O)N2C(=O)c3ccc(C(=O)O)cc3C2=O)c(C)c1
i | 6 | O=C1Nc2ccccc2Nc2ccc([N+](=O)[O-])cc21
-13% | 8 | O=C(CC12CC3CC(CC(C3)C1)C2)N1CCN(S(=O)(=O)c2cccs2)CC1
? | . | O=S(=O)(Nc1cccc(-n2cnnn2)c1)c1ccc(F)cc1
17% | 10 | CCOc1ccc(S(=O)(=O)NCCC(=O)NC2CCN(Cc3ccccc3)CC2)cc1
? | . | Cn1c(O)c(N=Nc2ccccc2)c2ccccc21
-10% | -3 | NC(=O)[C@H]1CC2(CC(c3cccc(NC(=O)COc4ccc(Cl)cc4)c3)=NO2)CN1C(=O)C(c1ccccc1)c1ccccc1 (stereo not given in full)
? | . | CCOc1ccccc1-n1cnc(C#N)c1N
-3% | 5 | CCN(CC)C(=O)Cn1cc(SCC(=O)NC)c2ccccc21
? | . | Cc1c(C(=O)N2CCOCC2)[nH]c2ccc(OCc3ccccc3)cc12
16% | 11 | C=CCC1(CC=C)CCCN1C(=O)CC1C(=O)NCCN1Cc1cc(OC)cc(OC)c1 (stereo not given)
-9% | -2 | CCOC(=O)c1ccc(NC(=O)NC2CC3CCC(C2)N3Cc2nnnn2Cc2ccco2)cc1 (stereo not given)
? | . | O=C(COC(=O)C1CC2C=CC1C2)Nc1ccc2c(c1)OC(F)(F)O2 (stereo not given)
? | . | O=C(COC(=O)c1cccc([N+](=O)[O-])c1)NCC1CCCO1 (stereo not given)
i | 7 | NC(=O)c1nsc(C(=O)N(c2ccc(F)cc2)C(C(=O)NC2CCCC2)c2ccncc2)c1N (stereo not given)
? | . | C=C(C)C1CC=C(C)/C(=N/NC(=O)c2ccc(NC(=O)c3cccc(C)c3)cc2)C1 (stereo not given)
? | . | CSc1ncc(C(=O)Nc2ccccc2Cl)c(C)n1
24% | 0 | Cc1ccccc1N=C1SCC(=O)N1Cc1ccccc1
i | . | CCOC(=O)N1CCN(C(=O)c2ccc(CS(=O)(=O)c3c(Cl)cccc3Cl)o2)CC1
i | -22 | O=C(c1ccccc1)N1CCN(C(=O)c2nn3c(C(F)(F)F)cc(-c4ccccc4)nc3c2Br)CC1
? | . | Cc1nc2ccc(C(=O)N3c4ccccc4CC3C)cc2s1 (stereo not given)
? | . | CC(=O)c1c(C)[nH]c(C(=O)Nc2cccc(S(=O)(=O)N(C)c3ccccc3)c2)c1C
1% | -15 | CCc1nnc(NC(=O)Cn2c(=O)oc3ccccc32)s1
? | . | Cc1ccc(C)c(NC(=O)COC(=O)CC2c3ccccc3CCN2S(=O)(=O)c2ccc(F)cc2)c1 (stereo not given)
2% | 15 | N#C/C(=C\c1ccc[nH]1)C(=O)NCC1CCCO1 (stereo not given)
? | . | O=C(CCc1nc2ccccc2c(=O)[nH]1)N1CCCc2ccccc21
12% | -16 | C=CCn1c(NCc2ccc(OC)cc2)nc2ccccc21
? | . | Cn1c(=O)c(=O)n(C)c2cc(S(=O)(=O)N3CCN(C4CCCCC4)CC3)ccc21
? | . | O=C(OCC(=O)N1CCOCC1)c1ccc(Br)cc1
? | . | O=C(Nc1ccc(NC(=O)c2sc3ccccc3c2Cl)cc1)c1ccco1
0% | 4 | CC(=O)Nc1ccc(S(=O)(=O)N2CCN(S(=O)(=O)c3cccs3)CC2)cc1
5% | -2 | CCN(Cc1ccncc1)C(=S)NCc1ccccc1
? | . | CCCNC(=O)c1ccc(Cl)cc1Cl
-18% | -21 | CC1=C(C)[N+](=O)C2CCCCC2N1[O-] (stereo not given)
? | . | Cc1ccc(/C=N/n2c(C3CCCCC3)n[nH]c2=S)o1
-16% | -11 | O=C(Nc1ccc(F)cc1F)C1CCCN1S(=O)(=O)c1ccc(-c2ccc(=O)[nH]n2)s1 (stereo not given)
? | . | COc1ccccc1-n1ccn(CC(=O)Nc2ccc(C)cc2Cl)c(=O)c1=O
? | . | Cc1nnc(SCc2ccc(Cl)cc2)nc1/C=C/N(C)C
i | 14 | COc1ccccc1NC(=O)CSc1nnc(NC(=O)C2CCC2)s1
? | . | O=C(Nc1ccc(Cl)c(Cl)c1)Oc1ccc(NC(=O)c2ccco2)cc1
? | . | CC(=O)C1=C(C)NC(=O)NC1c1cc(Br)ccc1OCC(N)=O (stereo not given)
17% | -24 | Cc1cccc(NC(=S)NC2CCN(Cc3ccccc3)CC2)c1C

Ordered by heavy-atom count (lowest first): some entries from above
Lipid storage S3 | Lipid storage S3 cell count max | mol
5% | -2 | CCN(Cc1ccncc1)C(=S)NCc1ccccc1
? | . | CC(=O)C1=C(C)NC(=O)NC1c1cc(Br)ccc1OCC(N)=O (stereo not given)
i | 14 | COc1ccccc1NC(=O)CSc1nnc(NC(=O)C2CCC2)s1

(list continues)
Lipid storage S3 | Lipid storage S3 cell count max | mol
-7% | 0 | O=C(COc1ccc(F)cc1)Nc1nnc(-c2ccncc2)s1
-3% | -11 | COc1ccc(N2CCN(C3CC(=O)N(C)C3=O)CC2)cc1 (stereo not given)
? | . | CCn1c(/C=C/c2cc(Br)ccc2O)nc2ccccc2c1=O
? | . | CCN(CC(=O)N1CCCC1)S(=O)(=O)c1ccc(F)cc1
? | . | CCn1ncc(Br)c1C(=O)Nc1ccc(C(=O)OC(C)C)cc1
-21% | -7 | Cc1ccc(CNc2ccc(N3CCOCC3)c(Cl)c2)cc1
? | . | CC1=Nc2ccc3ccccc3c2C1(C)C
? | . | CC(NC(=O)Nc1ccc([N+](=O)[O-])cc1)C(c1ccccc1)N1CCOCC1 (stereo not given)
0% | . | CCCCCC(=O)NCc1c(C(F)(F)F)nn(C)c1N1CCOCC1
13% | 7 | NC(=O)[C@H]1CC2(CC(c3cccc(NC(=O)[C@H]4CCC(=O)N4)c3)=NO2)CN1C(=O)c1ccccc1C(=O)c1ccccc1 (stereo not given in full)
2% | -8 | CCOc1ccc(NC(=O)CN2C(=O)/C(=C3\SC(=S)N(C4CCS(=O)(=O)C4)C3=O)c3ccccc32)cc1 (stereo not given)
-4% | -4 | Cc1cc(OCC(=O)N(C)c2c(N)n(Cc3ccccc3)c(=O)[nH]c2=O)c(C(C)C)cc1Cl
i | -16 | COCc1ccc(C(=O)N2CCCC(C(=O)c3ccc(SC)cc3)C2)o1 (stereo not given)
? | . | COC(=O)c1ccc(CSc2nncn2C)cc1
11% | 12 | COc1ccc(N2CCN(CC(=O)NC(C)c3ccccc3)CC2)cc1 (stereo not given)
? | . | COc1ccc(-c2nc3ccc(C(=O)NCCCN4CCOCC4)cc3nc2-c2ccc(OC)cc2)cc1
? | . | C=CCSc1nnc(NC(=O)CSc2nc(CCC)cc(=O)[nH]2)s1
? | . | Cc1nn(-c2ccccc2Cl)c2sc(C(=O)Nc3nnc(C4CC4)s3)cc12
? | . | O=C(c1cnccn1)N1CCCC(N2CCN(c3cccc(Cl)c3)CC2)C1 (stereo not given)
? | . | CC1=C(C(=O)OC2CCCCC2)C(c2ccccc2)NC(=O)N1 (stereo not given)
i | -30 | CCOc1ccc(NC(=O)c2ccc(OC)cc2)cc1
7% | 3 | Cc1cc(C)c(S(=O)(=O)n2c([N+](=O)[O-])cnc2C)cc1C
? | . | CCOC(=O)c1c(NC(=O)C2c3ccccc3Oc3ccccc32)sc(C(=O)N(CC)CC)c1C
21% | . | CCNC(=O)COC(=O)c1csc2c1CCCC2
-11% | 14 | Cc1ccc(C)c(NC(=S)NC(NC(=O)OCc2ccccc2)C(Cl)(Cl)Cl)c1 (stereo not given)
? | . | c1ccc(-c2onc3cc4c(cc23)OCCO4)cc1
i | . | NS(=O)(=O)c1ccc(CNC(=O)C2CCCCC2)cc1
-15% | 3 | O=C(CSc1nc(=O)n(CCN2CCOCC2)c2c1CCCC2)Nc1ccc([N+](=O)[O-])cc1
i | 10 | Cc1ccc(S(=O)(=O)N2CCCNCC2)cc1
i | . | Cc1c(C(=O)N2CCCCCC2)c(S(=O)(=O)Nc2cccc(F)c2)c(C)n1C
? | . | CC(=O)Oc1ccc(C(=O)Nc2cccc3c2CCCC3)cc1
2% | 25 | CCCC1=C(C(=O)OCC)C(c2cccnc2)n2nc(C)nc2N1 (stereo not given)
-15% | -14 | O=C(CCCN1C(=O)c2ccccc2C1=O)N1CCOCC1
? | . | Cc1ccc(S(=O)(=O)N2CCC(=O)N(CCOC(=O)Nc3ccc(C)c(C)c3)CC2)cc1
? | . | Cc1ccc(-n2nnnc2SCC(=O)NCC2(N3CCCCC3)CCCCC2)c(C)c1
? | . | Cc1c(C)c2ccc(OCC(=O)NCc3ccccn3)cc2oc1=O
? | . | Cc1ccccc1OC(=O)Cn1c(C(F)(F)F)nc2ccccc21
25% | 10 | CCCCCC1CCC(C(=O)N2CCOCC2)CC1 (stereo not given)
? | . | O=C(NCc1ccccc1)NC1(C(=O)N2CCN(c3ncccn3)CC2)CCCCC1
? | . | CC(C)CNC(=O)C1CCN(S(=O)(=O)c2ccc(-n3cnnn3)cc2)CC1
? | . | N#Cc1cc(Cl)c(NCC2CCCO2)cc1C#N (stereo not given)
? | . | O=P(OC1CCCCC1)(OC1CCCCC1)C(Nc1ccccc1)c1cccnc1 (stereo not given)
? | . | Cc1cc(C)n2nc(SCC(=O)N(C)c3c(N)n(Cc4ccccc4)c(=O)[nH]c3=O)nc2n1
-3% | 11 | CSc1nc2c(c(=O)[nH]1)C(c1cccs1)C1=C(CCCC1=O)N2 (stereo not given)
-13% | -4 | Cc1ccc(N2CC(C(=O)O)CC2=O)cc1 (stereo not given)
? | . | CCOC(=O)c1ccc(C(=O)OCC)nc1
? | . | CCN1CCN(c2cc(C)c3cc(NC(=O)c4cc(OC)cc(OC)c4)ccc3n2)CC1
? | . | O=C(NCc1ccccn1)c1ccc(N2CCCC2=O)cc1
7% | 10 | Cc1nc(C(C)N(C)Cc2nc(Cc3ccccc3F)no2)c(C)s1 (stereo not given)
-3% | -1 | COc1cc(CNC(C)(C)C)cc(Br)c1OCc1cccs1

Going on with the list:
Lipid storage S3 | Lipid storage S3 cell count max | mol
? | . | CCN(CC(=O)Nc1c(F)cccc1F)C(=O)C1CC(=O)N(CCc2ccccc2)C1 (stereo not given)
? | . | CC1CCN(C(=O)CN(C2CCCCC2)S(C)(=O)=O)CC1
-5% | -4 | C=CCc1c(O)nc(SCC(=O)c2ccccc2)[nH]c1=O
4% | -4 | CC(C)c1ccc(NC2CCCN(C(=O)c3cscn3)C2)cc1 (stereo not given)
8% | -23 | CC(NCc1cccn1C)c1ccccc1 (stereo not given)
i | . | COc1ccc2cc(CCNC(=O)c3c(-c4ccccc4Cl)noc3C)c(=O)[nH]c2c1
? | . | O=C(CN1C(=O)c2cccc3cccc(c23)C1=O)N1CCN(c2ccccn2)CC1
18% | -17 | CCN1C(=O)c2cccc3c(Cl)ccc1c23
? | . | CCOC(=O)CN1CC23C=CC(O2)C(C(=O)Nc2ccc(OC)cc2OC)C3C1=O (stereo not given)
0% | 1 | Cc1cc(=O)[nH]c(SCC(=O)Nc2ccccc2C)n1
? | . | CCOc1cccc(OCCOCCN(C)Cc2ccccc2)c1
0% | 6 | Cc1nc2c(nnn2Cc2ccccc2)c(=O)[nH]1
13% | 19 | CCCNc1ncnc2nc[nH]c12

Source: PubChem
